Screening data as filed in PubChem.
KB-V1 cytotox: kills drug-selected multidrug resistant KB-V1 cells; 400,000 tested, 3.4% active; AID 1347076; Potency, µM (titrated, usually from 46.1 µM), inactives show top-dose activity change, negative = cytotoxicity, most hits filed as cytotoxic; KB-V1 MDR cells viability, CellTiter-Glo, 72 h; note: potency is the fitted concentration of half-maximal effect; % is set by controls: 0 for no effect and ±100 for the full control effect; nearly all actives have a fitted effect of over 60% in size
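Compound-treated KB-V1 multidrug-resistant cells, 72 h, 37 degrees C; viability by CellTiter-Glo. Fitted qHTS curves give the values.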
aSyn rescue: alpha-synuclein toxicity inhibition in yeast | Potency, µM (highest dose often 46.1 µM), without a hit: at the highest dose growth rescue (activation), actives largely listed as activators | 370,000 tested, 0.14% active | Yeast expressing alpha-synuclein, growth rescue, BacTiter-Glo, 24 h; note: potency is the fitted concentration of half-maximal effect; % of control where 0% means no effect; nearly all actives have a fitted effect of over 65% in size
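Rescue of yeast growth: cells expressing toxic alpha-synuclein, induced in galactose at OD600 0.02, incubated with compound 24 h at 30 C. ATP luminescence quantified growth; inhibitors of toxicity appear as activators.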
TDP43 rescue: TDP-43 toxicity inhibition in yeast. TDP-43 expressing yeast growth rescue, BacTiter-Glo, 24 h. Potency, µM (top dose mostly 46.1 µM), for inactives: at the highest dose growth rescue (activation), actives largely listed as activators. 410,000 tested, 1.8% active. AID 652104; note: potency is the fitted concentration of half-maximal effect; % of control where 0% means no effect; nearly all actives have a fitted effect of over 50% in size
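Readout is BacTiter-Glo luminescence of cell growth, so inhibitors register as activators. TDP-43-expressing yeast at OD600=0.02 in galactose medium, after raffinose pregrowth to mid-log, were incubated with compound for 24 hr at 30 deg C.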
D3 antag: antagonists of human D3 dopamine receptor; P35462; D3R cells, DiscoveRx beta-arrestin luminescence, antagonist mode; active compounds read low; max response, negative = inhibition, %; 360,000 tested, 2.5% active; AID 652054; in the data active = max response below about -50%; inconclusive = no clear call, values can overlap the other calls; note: % is set by controls: 0 for no effect and ±100 for the full control effect; mostly tested at two doses, the higher about 12 µM
Target sequence (P35462 whole entry, looked up): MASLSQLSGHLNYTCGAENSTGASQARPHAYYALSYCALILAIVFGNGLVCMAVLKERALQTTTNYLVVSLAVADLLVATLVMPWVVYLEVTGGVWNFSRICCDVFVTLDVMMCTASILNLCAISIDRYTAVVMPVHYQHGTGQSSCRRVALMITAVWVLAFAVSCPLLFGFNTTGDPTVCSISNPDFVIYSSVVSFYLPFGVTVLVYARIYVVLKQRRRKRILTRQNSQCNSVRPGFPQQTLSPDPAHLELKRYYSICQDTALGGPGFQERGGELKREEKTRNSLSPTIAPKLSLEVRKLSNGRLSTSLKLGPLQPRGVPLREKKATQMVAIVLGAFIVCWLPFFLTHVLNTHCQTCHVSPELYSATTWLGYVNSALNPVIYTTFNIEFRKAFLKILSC
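Cells expressing the human receptor were seeded at 1500 cells/well, incubated overnight at 37 degrees C in 5% CO2, then exposed to library compounds with dopamine controls for 90 minutes at 37 degrees C before luminescent detection.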
PTHR1 agonist: PTHR1 (human) receptor agonism. Q03431. HEK293 GP2 PTHR1 cells, GloSensor cAMP luminescence, 1 h. Potency, µM (series often up to 115 µM), for inactives: at the highest dose activation, most hits filed as activators. 410,000 tested, 0.075% active. AID 743266; note: potency is the fitted concentration of half-maximal effect; nearly all actives have a fitted effect of over 55% in size; some results filed as inactive show a strong effect at the top dose; inactives centre near -15; many of its hits are not listed in these tables
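HEK-293-derived GP2 cells expressing PTHR1 and a GloSensor cAMP reporter, 3,000/well, plated overnight, given luciferin plus IBMX (each 0.5 mM as added) for 1 h at 37 °C, then compound for 1 h at 37 °C. Luminescence was read after 15 min at room temperature.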
D3 ag: D3 dopamine receptor (human) agonism; 410,000 tested, 0.58% active; P35462; max activation, %; D3R DiscoveRx beta-arrestin cells, luminescence, 90 min; in the data active = max activation above about 30%; note: 0% is about no effect; mostly tested at two doses, the higher about 12 µM
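Agonist mode: compounds and dopamine controls were applied to plated cells for 90 min at 37 degrees C after an overnight attachment at 1500 cells/well. Luminescent read-out followed 30 - 60 minutes at room temperature with DiscoveRx detection reagent.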
GLP-1R agonist: activates the human GLP-1 receptor. AID 624172. 380,000 tested, 0.007% active. HEK293 GLP-1R CRE-luciferase, luminescence, 4-6 h; cells express a hypersensitive GLP-1R form. Potency, µM (titrated, usually from 45.6 µM), for inactives: at the highest dose activation, hits mostly activators; note: potency is the fitted concentration of half-maximal effect; % of control where 0% means no effect
Target sequence (P43220 whole entry, looked up): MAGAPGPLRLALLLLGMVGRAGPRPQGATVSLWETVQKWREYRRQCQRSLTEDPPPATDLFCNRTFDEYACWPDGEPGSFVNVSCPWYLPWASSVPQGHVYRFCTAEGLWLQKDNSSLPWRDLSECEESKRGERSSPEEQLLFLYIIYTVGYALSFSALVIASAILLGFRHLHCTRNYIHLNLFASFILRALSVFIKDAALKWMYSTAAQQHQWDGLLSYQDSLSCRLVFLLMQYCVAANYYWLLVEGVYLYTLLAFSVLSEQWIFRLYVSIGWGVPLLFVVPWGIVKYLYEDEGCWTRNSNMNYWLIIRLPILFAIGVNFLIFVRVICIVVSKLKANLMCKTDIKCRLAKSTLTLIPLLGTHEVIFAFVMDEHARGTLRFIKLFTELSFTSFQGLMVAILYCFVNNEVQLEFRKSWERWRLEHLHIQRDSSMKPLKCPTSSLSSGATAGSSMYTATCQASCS
HEK293 tox: cytotoxic in the GLP-1 receptor inverse agonist counter-screen; HEK293 cAMP-luciferase reporter cells, luminescence, 24 h; Potency, µM (highest dose often 38.3 µM), inactives show at the highest dose activity change, negative = inhibition, actives largely listed as inhibitors; 410,000 tested, 0.13% active; AID 624418;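 note: loss of luciferase light is scored as toxicity; potency is the fitted concentration of half-maximal effect; % is set by controls: 0 for no effect and ±100 for the full control effect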
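Step one: seed cells (200 cells/uL, DMEM with 10% Nu serum, 1% pen-strep). Step two: 12-hour incubation at 37 deg C. Step three: pin 23 nL compound, incubate 24 hr. Step four: add luciferase reagent, read luminescence 12 min later.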
GLP-1R inv ag: inverse agonists of human GLP-1 receptor; P43220; Potency, µM (top dose mostly 38.3 µM), inactives show at the highest dose activity change, negative = inhibition, usual class: inhibitors; 410,000 tested, 1.6% active; AID 624417; HEK293 GLP-1R CRE-luciferase, luminescence, 24 h; GLP-1R form is constitutively active; note: potency is the fitted concentration of half-maximal effect; % is set by controls: 0 for no effect and ±100 for the full control effect; nearly all actives have a fitted effect of over 55% in size
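Inverse agonism was detected as reduced cAMP-driven luciferase luminescence after 24 h compound treatment. The cells were HEK293 clones expressing constitutively active human GLP-1R with the reporter. Reporter-only and GPR119 cell lines served as counterscreen controls.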
Numbers without * were called inactive; i = inactive; ? = inconclusive; . = not tested or not shown; [ ] = another dose, or the depositor's remark. Unless noted, calls come from the whole dose curve; as a rule, active = well fitted curve in the direction sought with a large enough effect; inconclusive = small, poorly fitted or top-dose-only effect, or another doubt; inactive = no such curve, though single readings can be large; an effect the other way counts as inactive or inconclusive. These rows are one share of the data; the hit share may differ from the screen's.

| SMILES | KB-V1 cytotox | aSyn rescue | TDP43 rescue | D3 antag | PTHR1 agonist | D3 ag | GLP-1R agonist | HEK293 tox | GLP-1R inv ag |
| --- | --- | --- | --- | --- | --- | --- | --- | --- | --- |
| COCC(O)CSc1c([N+](=O)[O-])nc(C)n1Cc1ccc(OC)c([N+](=O)[O-])c1 (stereo not given) | ? | 0.5% | -0.5% | -24.8 | -6.5%[57.5 µM] | 0.2 | 7.4% | -11.2% | 15.4% |
| CC(C)=CCOc1ccc([C@@H]2COc3c(ccc4c3C=CC(C)(C)O4)C2)c(O)c1 | ? | 2.3% | 20.9% | 17.9 | -39.5%[inhibitor] | 20.2 | -2.6% | ? | 10µM* |
| C[C@H](O)[C@@H]1CN2CCc3c([nH]c4ccccc34)[C@@H]2C[C@@H]1N(C)Cc1cc(Cl)cc(Cl)c1 | -8.4% | 0.9% | 0.0% | -6.6 | -21.9% | 2.4 | -5.8% | -1.7% | ? |
| Cn1nc(CC(=O)NCc2ccc(F)cc2)c2ccccc2c1=O | ? | 5.1% | 23.7% | 1.7 | -26.1% | 2.3 | -3.5% | -3.2% | 2.7% |
| CCc1cccc2c(C=C(C#N)C#N)cn(CC(=O)N3CCCCC3)c12 | -2.8% | -2.8% | -18.9% | ? | -11.5%[57.5 µM] | -0.8 | -0.3% | 2.7% | 0.0% |
| O=C(COC(=O)c1ccccc1O)Nc1ccc(OC(F)F)cc1 | 12.4% | 1.3% | 19.3% | -0.4 | -28.0% | -6.8 | -27.4% | -1.4% | -1.7% |
| COc1ccc(Br)cc1C(=O)Nc1ccc(N2CCCC2)cc1 | 11.0% | -5.0% | -0.4%[1.82 µM] | 4.7 | i | -1.7 | 14.7% | 63.5%[activator] | 25.1% |
| COc1ccccc1CNC(=O)C(=O)NCC1CCCN1S(=O)(=O)c1cc(C)ccc1C (stereo not given) | -5.7% | -9.2% | 12.0% | ? | -7.4% | -2.8 | -1.8% | 0.7% | 3.9% |
| Cc1[nH]c2c(Br)cccc2c1[C@H]1[C@@H](CC#N)C1(C)C | 0.0% | -20.6% | 22.4µM* | 18.6 | -26.1% | -0.1 | 9.7% | -5.2% | ? |
| COC(=O)c1sc(C(F)(F)F)c(-c2ccccc2)c1S(=O)(=O)N1CCCC1 | ? | -5.8% | 12.1% | 12.5 | -14.0% | 1.2 | 4.2% | 18.2% | ? |
| CN1CCN(CCCNC(=O)c2cnn(-c3ccc(F)cc3)c2-n2cccc2)CC1 | -18.2% | 1.4% | 23.5% | . | i | -6.7 | -2.0% | -2.5% | 11.9% |
| CC(C)c1ccc(NC(=O)N2CCc3nc(NCc4cccc(Oc5ccccc5)c4)ncc3C2)cc1 | ? | 1.9% | 10.0% | ? | -76.5%[inhibitor] | 6.1 | 2.8% | ? | ? |
| COC(=O)[C@H](CCSC)NC(=O)Cn1cnc2c(OCc3ccccc3)ncnc21 | -0.6% | 0.3% | 7.4% | 0.1 | i | -5.7 | -8.4% | 0.8% | 15.0% |
| CC1(C)CC(=O)C(C=NCCN2CCN(C(=O)c3ccc(Br)cc3)CC2)=C(O)C1 | 10.9% | 8.6% | ? | ? | -25.1% | -1.8 | -6.3% | -1.8% | -0.7% |
| COc1ccc(C2(C)NC(=O)NC2=O)cc1OC (stereo not given) | 1.7% | 0.8% | 7.0% | 6.5 | i | -3.1 | 8.6% | -5.4% | 40.7%[activator] |
| COc1ccccc1C(=O)Nc1ccc2c(c1)OCCO2 | -2.2% | -10.1% | 9.4% | -11.1 | -17.1% | -3.2 | -0.6% | 1.3% | 3.4% |
| CCOC(=O)c1cc(C)sc1/N=C/C1C(=O)CC(C)(C)CC1=O | -16.2% | -1.0% | 4.6% | -11.2 | 8.3% | -12.9 | 7.3% | 12.6%[1.53 µM] | 13.9% |
| O=C(NCC1CCCO1)c1ccccc1NC(=O)c1cccc2ccccc12 (stereo not given) | ? | 7.4% | ? | -8.3 | i | 4.2 | 2.3% | 2.1% | -10.6% |
| Cc1ccc(NC(=O)CN(C)C(=O)COc2ncnc3ccc(Br)cc23)cc1 | 7.8% | -2.6% | 2.6% | -5.2 | -52.8% | 5.5 | 1.1% | -14.2% | -2.7% |
| CCOC(=O)C(NCc1ccc2c(c1)OCO2)(NC(=O)c1ccccc1)C(F)(F)F (stereo not given) | -22.4% | 0.4% | 21.5% | -27.2 | i | -0.8 | 4.5% | -1.4% | ? |
| CC(=O)NS(=O)(=O)c1ccc(N=c2ssc3c2-c2cc(C)ccc2NC3(C)C)cc1 | 0.0% | 5.2% | 0.0% | -29.4 | -44.9% | -8.4 | -1.9% | -24.9% | ? |
| Cc1cc(C(=O)N2CCCC(N3CCN(c4cccc(C(F)(F)F)c4)CC3)C2)no1 (stereo not given) | . | 2.7% | 20.4% | 13.9 | i | -0.7 | -7.1% | -8.6% | ? |
| CCCCOC(=O)/C(C#N)=C/c1ccc(-c2ccc(Br)cc2)o1 | 18.6% | . | 8.0% | . | -13.1% | -11.9 | . | 0.0% | -7.3% |
| CC(C)(C)NC(=O)NC(=O)CN1C(=O)NC(c2ccccc2)(c2ccccc2)C1=O | -22.6% | 0.7% | -7.7% | -2.6 | i | 5.2 | 9.3% | -20.6% | ? |
| CC(=O)c1ccc(-c2nc3c4ccccc4ccn3c2C(C)=O)o1 | 7.31µM* | 2.2% | -4.6% | 4.5 | -12.2% | 6.8 | -0.2% | 21.2% | 0.0% |
| O=C(NC1CCCCCC1)C1CCN(S(=O)(=O)c2cnc[nH]2)CC1 | ? | -2.3% | 0.0% | 7.3 | -20.6% | -3.9 | 14.1% | -9.7% | 11.2% |
| CC(C)CN1CN(Cc2ccccc2)CNC1=S | ? | 17.1% | 18.1% | 5.3 | i | -17.9 | 0.9% | ? | -18.0% |
| CCOc1ccccc1NC(=O)CSc1nnc(-c2cnccn2)n1C | -12.9% | . | 5.0% | 18.2 | i | -0.9 | -4.9% | 3.3% | -9.3% |
| O=C(NC12CC3CC(CC(C3)C1)C2)N1CCCC(CO)C1 (stereo not given) | ? | ? | 8.4% | -2.6 | -3.8% | -2.1 | 0.2% | 24.5% | 20.0% |
| Cc1cccc(N(C(=O)c2snc(C(N)=O)c2N)C(C(=O)NCc2ccccc2)c2ccncc2)c1 (stereo not given) | -24.1% | -1.7% | -1.4% | -11.0 | -18.9% | -0.9 | 15.5% | ? | -5.8% |

Looked up one by one from above, 5 records:
| SMILES | KB-V1 cytotox | aSyn rescue | TDP43 rescue | D3 antag | PTHR1 agonist | D3 ag | GLP-1R agonist | HEK293 tox | GLP-1R inv ag |
| --- | --- | --- | --- | --- | --- | --- | --- | --- | --- |
| O=C(NC12CC3CC(CC(C3)C1)C2)N1CCCC(CO)C1 (stereo not given) | ? | ? | 8.4% | -2.6 | -3.8% | -2.1 | 0.2% | 24.5% | 20.0% |
| O=C(COC(=O)c1ccccc1O)Nc1ccc(OC(F)F)cc1 | 12.4% | 1.3% | 19.3% | -0.4 | -28.0% | -6.8 | -27.4% | -1.4% | -1.7% |
| COc1ccccc1CNC(=O)C(=O)NCC1CCCN1S(=O)(=O)c1cc(C)ccc1C (stereo not given) | -5.7% | -9.2% | 12.0% | ? | -7.4% | -2.8 | -1.8% | 0.7% | 3.9% |
| CC(=O)NS(=O)(=O)c1ccc(N=c2ssc3c2-c2cc(C)ccc2NC3(C)C)cc1 | 0.0% | 5.2% | 0.0% | -29.4 | -44.9% | -8.4 | -1.9% | -24.9% | ? |
| CCCCOC(=O)/C(C#N)=C/c1ccc(-c2ccc(Br)cc2)o1 | 18.6% | . | 8.0% | . | -13.1% | -11.9 | . | 0.0% | -7.3% |

Other records:
| SMILES | KB-V1 cytotox | aSyn rescue | TDP43 rescue | D3 antag | PTHR1 agonist | D3 ag | GLP-1R agonist | HEK293 tox | GLP-1R inv ag |
| --- | --- | --- | --- | --- | --- | --- | --- | --- | --- |
| Cc1ccc2cccc(O)c2[n+]1[O-] | -9.0% | -1.3% | -2.8% | -18.9 | 2.0%[57.5 µM] | -3.7 | -3.8% | 0.1% | 12.5% |
| O=C(NCc1ccco1)c1cc(-c2cccc(Cl)c2)on1 | -23.2% | 0.8% | -6.5% | -13.9 | -2.5%[57.5 µM] | -2.7 | -8.9% | ? | 0.0% |
| CCCc1nnc(SCC(=O)N2CCCCC2C)n1CCOC (stereo not given) | ? | -0.4% | -16.8% | -23.3 | ? | 0.5 | -5.7% | -1.0% | 6.3% |
| CCCCCC(=O)N1C[C@@H](O)[C@H](n2cc(C3CC3)nn2)C[C@@H]1c1ccc(Cl)cc1 | 14.5% | -10.5% | 21.7% | 14.9 | i | 5.0 | 0.5% | -6.3% | -26.8% |
| O=C(NNC(=O)c1ccccc1[N+](=O)[O-])c1cccs1 | 2.9% | 0.4% | 13.5% | -20.8 | 23.2% | -1.4 | 2.7% | 2.0% | 2.2% |
| CC(=O)Nc1ccc(NC(=O)C(C)Sc2nnc(-c3ccc4c(c3)OCO4)o2)cc1 (stereo not given) | ? | 3.8% | -2.2% | 13.6 | i | 12.0 | 12.7% | -19.0% | 24.7% |
| Cc1cccc(C)c1NC(=O)C(CCc1ccccc1)n1c(=O)c(-c2cc3ccccc3[nH]2)nc2ccccc21 (stereo not given) | 20.6µM* | ? | 8.8% | 1.8 | -21.0% | 7.3 | . | 385.3%[activator] | ? |
| C=CCn1c(C)cc(C(=O)Cn2ncc(Cl)c(Cl)c2=O)c1C | ? | 8.0% | 21.3% | -88.4* | -36.7%[inhibitor] | -13.8 | -16.0% | ? | -0.7% |
| O=C(CNC1=NCCC1)c1ccc2c(c1)OCCO2 | ? | 3.3% | 20.4% | 15.7 | i | -3.2 | -24.6% | -0.5% | -3.6% |
| CC1(c2cccc(Br)c2)NC(=O)N(CC(=O)N2CCc3ccccc32)C1=O (stereo not given) | ? | 2.0% | -7.2% | 18.4 | -24.4% | -0.8 | -5.3% | 10.1% | -21.8% |
